Source: PubChem BioAssay (several laboratories)
Ins promoter up = insulin promoter activators in MIN6 cells, imaging, high-content screening, mouse beta cells | MIN6 insulin promoter-GFP reporter; hits give high values | z-score at 5 µM | 190,000 tested, 0.3% active;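 active = z-score above 3 at 5 µM with at least 500 cells counted in the well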
XIAP displacement = XIAP antagonists, biochemical, IAP family, fluorescence polarization (AID 1018); E3 ubiquitin-protein ligase XIAP (Homo sapiens); XIAP BIR domain, fluorescence polarization peptide displacement; higher % means a stronger effect; displacement, % at 20 µM, or IC50 in µM where a hit was titrated; 200,000 tested, 0.007% active; in the data active = displacement above about 50%; note: a part of the inactive calls stands beside numbers as strong as those of hits
Dynein transport = inhibitors of GR-EGFP nuclear translocation, primary screen, dynein cargo transport inhibitor project, imaging, high-content, 3617.4 mouse cells; test concentration mostly 20 µM; stimulated with dexamethasone, 1 µM; hits give low values; 220,000 tested, 0.47% active; z-score, hits read low; AID 1381, 2008;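 active = plate z-score of nuclear minus cytoplasmic receptor signal below a set negative limit, without overly bright fluorescence or cell loss, cut at about -3.5 in these data, passing the limit was not always enough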;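 note: z-score of nuclear minus cytoplasmic ring GR-EGFP intensity difference per well; some compounds called inactive have numbers as strong as hits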
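Schedule: 48 h induction, then 1 h compound, then 30 min agonist, 37 °C. Buffer or medium: tetracycline-free induction medium containing charcoal-stripped FBS. Reagent: 1.0 µM final dexamethasone stimulus. Evaluation: nuclear versus cytoplasmic GR-EGFP signal, averaged per well. Signal: high-content fluorescence imaging after fixation.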
Hep lipid drop = inhibitors of hepatocyte lipid droplet formation, primary screen, imaging, high-throughput imaging, BODIPY stain | AML12 mouse hepatocytes, oleate lipid droplets | inhibition, % at 6.5 µM | 240,000 tested, 0.4% active;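 active = lipid droplet intensity inhibited by at least 50%, with more than 500 cells counted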
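Test system: AML12 hepatocytes (mouse); reagent: oleate loading, 100 µM; dosing: one dose, 6.5 µM compound; incubation: overnight exposure; signal: fluorescence imaging, 20x objective, two fields per well; read-out basis: % inhibition of corrected integrated BODIPY droplet signal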
CSM14.1 death rescue = rescue of cells from ER stress-induced death, primary screen, 384-well, CSM14.1, thapsigargin, ATP luminescence (AID 1222); CSM14.1 thapsigargin-induced death rescue, ATP luminescence; higher % means a stronger effect; cellular ATP content (survival), % at 20 µM; hits with a dose series show EC50 in µM; 190,000 tested, under 10 active;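 active = EC50 below 50 µM in the dose-response confirmation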;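 note: death triggered by thapsigargin at about 15 µM added after 2 h compound pretreatment; cell ATP read after overnight thapsigargin exposure of roughly 18 to 22 hours; normalized against plate controls of thapsigargin alone and 5% DMSO vehicle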
bCat nuc transl = modulators of beta-catenin nuclear translocation, primary screen, imaging, HeLa cells, immunofluorescence, high-content. AID 1665, 2009. nuclear translocation activity, % at 5 µM. 190,000 tested, 0.3% active;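 active = nuclear translocation activity above 50% at 5 µM, with a well cell count of 50 or more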;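 note: per-cell ratio of nuclear to cytoplasmic median beta-catenin stain intensity; plate controls were DMSO negative control for no effect and GSK-3 inhibitor IX positive control for full effect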
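test system = HeLa cells, endogenous beta-catenin | dosing = single 5 µM dose plus 0.02–20 µM confirmation series | times = compound treatment 24 h, 37°C, 5% CO2 | technique = beta-catenin immunofluorescence imaging with DAPI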
MT stabilizer = microtubule stabilizers in HeLa cells, primary screen, imaging, high-content imaging | 200,000 tested, 0.83% active | % tubulin-high responders, % at 10 µM | HeLa tubulin immunostaining HCS, 24 h; share of cells brighter than vehicle mean+2SD;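 active = plate Z-score above 3 for both tubulin-high and condensed-nucleus cell shares, with cell loss under 80%, at 10 µM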;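 note: anti alpha tubulin signal scored within the nucleus-defined area of each cell; some results filed as inactive read as strong as hits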
Autophagy HCS = autophagy modulators in MEF cells, primary screen, imaging, high-content, MEF GFP-LC3; MEF GFP-LC3 puncta imaging; test concentration mostly 10 µM; calls only at 10 µM (by protocol); 190,000 tested, 0.98% active;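 active = percentage of spot-positive cells more than 3 SD above its plate mean, without a fluorescence outlier flag or 80% toxicity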;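 note: spot-positive cell cutoff set from DMSO-treated cells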
WT yeast gro inh = growth inhibition of WT strain, primary screen, mitochondrial fusion inhibitor project, WT and mutant strains, chemical genetic; mitochondrial fusion phenotypic screen; inhibition, % at 10 µM; 190,000 tested, 2.1% active; AID 1362, 2008; in the data active = inhibition above about 58%; tested in S. cerevisiae
WT yeast gro inh mutant strain = second read-out of WT yeast gro inh, no call of its own (marks repeat the call); inhibition, %; mitochondrial fusion phenotypic screen, mutant strain inhibition
Dynein transport cytoplasmic EGFP = further read-out of Dynein transport, marked with its call; z-score; measured here: cytoplasmic GR-EGFP intensity; hits give high values
Dynein transport nuclear GR-EGFP = second read-out of Dynein transport, no call of its own (marks repeat the call); z-score; measured here: nuclear GR-EGFP intensity;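 lower value marks the stronger effect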
Dynein transport cell count = recorded beside Dynein transport, whose call it bears; z-score; measured here: cell count per field
Ins promoter up cell count = further read-out of Ins promoter up, marked with its call; cell count; measured here: cytotoxicity, nuclei count;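 total cells summed across four imaged fields per well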
Hep lipid drop cells 6.5 µM = recorded beside Hep lipid drop, whose call it bears; cell count; measured here: cell count, cytotoxicity flag;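 cells counted across two imaged fields per well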
bCat nuc transl cell count 5 µM = also measured in bCat nuc transl; calls as there; cell count; measured here: cell count, cytotoxicity flag
MT stabilizer Hoechst-high % = second read-out of MT stabilizer, no call of its own (marks repeat the call); % Hoechst-high responders; measured here: nuclear condensation Hoechst responders;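 share of cells brighter than vehicle mean plus two SD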
MT stabilizer cytotoxicity % = further read-out of MT stabilizer, marked with its call; toxicity, %; measured here: cytotoxicity by cell density;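 0% = mean cell density of plate MIN control wells and 100% = no cells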
Autophagy HCS cell loss 18 h = second read-out of Autophagy HCS, no call of its own (marks repeat the call); toxicity, %; measured here: cell loss, nuclei count;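 cell loss after 18 h compound exposure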
An asterisk follows results filed as active.

For O=C1NNC(=O)C2C3C=CC(C4CC34)C12 (stereo not drawn) the results were Ins promoter up 0.76, XIAP displacement 3.1%, Dynein transport -0.567, CSM14.1 death rescue -1.4%, MT stabilizer 0.5, Autophagy HCS inactive, WT yeast gro inh 5.7, WT yeast gro inh mutant strain -1.4, Dynein transport cytoplasmic EGFP -0.151, Dynein transport nuclear GR-EGFP -0.274, Dynein transport cell count 0.691, Ins promoter up cell count 992, MT stabilizer Hoechst-high % 1.2, MT stabilizer cytotoxicity % 8.4 and Autophagy HCS cell loss 18 h -1.0.
`Cc1cccc(NC(=O)NNS(=O)(=O)c2ccc(F)cc2)c1` gave Ins promoter up -0.14, XIAP displacement -1.2%, Dynein transport 0.677, Hep lipid drop -10.7, CSM14.1 death rescue 0.7%, bCat nuc transl 3.4, MT stabilizer 2.0, Autophagy HCS inactive, WT yeast gro inh -7.7, WT yeast gro inh mutant strain 8.0, Dynein transport cytoplasmic EGFP -0.274, Dynein transport nuclear GR-EGFP 0.367, Dynein transport cell count -0.154, Ins promoter up cell count 1260, Hep lipid drop cells 6.5 µM 616, bCat nuc transl cell count 5 µM 531, MT stabilizer Hoechst-high % 2.8, MT stabilizer cytotoxicity % 8.9 and Autophagy HCS cell loss 18 h -5.4.
`Cc1cc(C)c(NC(=O)NC(=O)C(Cl)(Cl)Cl)c(C)c1` gave Ins promoter up 1.14, XIAP displacement -5.5%, Dynein transport 1.4, Hep lipid drop 8.3, CSM14.1 death rescue -1.7%, bCat nuc transl -1.3, MT stabilizer 2.2, Autophagy HCS inactive, WT yeast gro inh 2.0, WT yeast gro inh mutant strain 15.6, Dynein transport cytoplasmic EGFP -0.349, Dynein transport nuclear GR-EGFP 1.33, Dynein transport cell count -1.24, Ins promoter up cell count 1634, Hep lipid drop cells 6.5 µM 744, bCat nuc transl cell count 5 µM 973, MT stabilizer Hoechst-high % 3.5, MT stabilizer cytotoxicity % 1.6 and Autophagy HCS cell loss 18 h 10.4.
`CC(=O)c1sc2nc(C)c3c(c2c1N)CCCC3` gave Ins promoter up 0.39, Dynein transport 1.08, Hep lipid drop -3.5, bCat nuc transl 0.3, Dynein transport cytoplasmic EGFP -0.237, Dynein transport nuclear GR-EGFP 1.15, Dynein transport cell count -0.786, Ins promoter up cell count 962, Hep lipid drop cells 6.5 µM 726 and bCat nuc transl cell count 5 µM 1296.
COCC(=O)Nc1cc(C(=O)Nc2cccc(C)c2C)ccc1Cl was read as Ins promoter up -0.75, XIAP displacement -1.9%, Dynein transport 0.244, Hep lipid drop -1.7, CSM14.1 death rescue 4.0%, bCat nuc transl -2.2, MT stabilizer 1.9, Autophagy HCS inactive, WT yeast gro inh 5.3, WT yeast gro inh mutant strain 12.6, Dynein transport cytoplasmic EGFP -0.221, Dynein transport nuclear GR-EGFP 0.542, Dynein transport cell count 0.942, Ins promoter up cell count 990, Hep lipid drop cells 6.5 µM 785, bCat nuc transl cell count 5 µM 1229, MT stabilizer Hoechst-high % 1.1, MT stabilizer cytotoxicity % 6.7 and Autophagy HCS cell loss 18 h -7.4.
O=C(Nc1ccccc1)N1CCN(c2nc3ccccc3s2)CC1 was read as Ins promoter up -0.18, XIAP displacement -5.1%, Dynein transport -0.373, Hep lipid drop -5.4, bCat nuc transl 0.8, MT stabilizer 3.0, Autophagy HCS inactive, WT yeast gro inh 6.7, WT yeast gro inh mutant strain 1.9, Dynein transport cytoplasmic EGFP -0.224, Dynein transport nuclear GR-EGFP -0.113, Dynein transport cell count -0.692, Ins promoter up cell count 997, Hep lipid drop cells 6.5 µM 658, bCat nuc transl cell count 5 µM 1081, MT stabilizer Hoechst-high % 1.6, MT stabilizer cytotoxicity % 3.1 and Autophagy HCS cell loss 18 h 1.4.
Screening CCC(=O)c1cn(CC(=O)NCC2CCCO2)c2ccccc12 (stereo not drawn) returned Ins promoter up 0.35, XIAP displacement -1.2%, Dynein transport 0.942, CSM14.1 death rescue -0.2%, bCat nuc transl -6.3, MT stabilizer 4.1, Autophagy HCS inactive, WT yeast gro inh -11.3, WT yeast gro inh mutant strain 0.3, Dynein transport cytoplasmic EGFP 0.337, Dynein transport nuclear GR-EGFP 1.03, Dynein transport cell count -0.164, Ins promoter up cell count 1070, bCat nuc transl cell count 5 µM 1004, MT stabilizer Hoechst-high % 1.2, MT stabilizer cytotoxicity % 4.4 and Autophagy HCS cell loss 18 h -8.1.
CCCCOc1ccc(-c2c(C#N)c(N)nc(SCC(N)=O)c2C#N)cc1 was read as Ins promoter up -0.3, XIAP displacement -6.2%, Dynein transport 2.45, Hep lipid drop -7.1, CSM14.1 death rescue -0.6%, bCat nuc transl 4.6, MT stabilizer 7.0, Autophagy HCS inactive, WT yeast gro inh 19.6, WT yeast gro inh mutant strain -0.5, Dynein transport cytoplasmic EGFP -0.0748, Dynein transport nuclear GR-EGFP 1.36, Dynein transport cell count -1.46, Ins promoter up cell count 1652, Hep lipid drop cells 6.5 µM 608, bCat nuc transl cell count 5 µM 858, MT stabilizer Hoechst-high % 2.0, MT stabilizer cytotoxicity % 5.8 and Autophagy HCS cell loss 18 h -5.9.
`CSc1ccc(NC(=O)N2CC(C)OC(C)C2)cc1` (stereo not drawn) gave Ins promoter up -0.41, XIAP displacement -0.5%, Dynein transport -0.169, CSM14.1 death rescue 0.8%, bCat nuc transl 1.1, MT stabilizer 3.3, Autophagy HCS inactive, WT yeast gro inh -13.2, WT yeast gro inh mutant strain 5.5, Dynein transport cytoplasmic EGFP -0.295, Dynein transport nuclear GR-EGFP 0.124, Dynein transport cell count -0.798, Ins promoter up cell count 1347, bCat nuc transl cell count 5 µM 1398, MT stabilizer Hoechst-high % 2.4, MT stabilizer cytotoxicity % 4.3 and Autophagy HCS cell loss 18 h -19.0.
For CCCn1cc(CN2CCC(Cc3ccccc3)(C(=O)OCC)CC2)c(C)n1 the results were Ins promoter up -0.02, XIAP displacement -5.2%, Dynein transport -1.51, Hep lipid drop -1.9, CSM14.1 death rescue 0.4%, bCat nuc transl -0.8, MT stabilizer 5.0, Autophagy HCS inactive, WT yeast gro inh 7.5, WT yeast gro inh mutant strain 7.1, Dynein transport cytoplasmic EGFP 4.6, Dynein transport nuclear GR-EGFP -0.143, Dynein transport cell count 0.796, Ins promoter up cell count 1254, Hep lipid drop cells 6.5 µM 706, bCat nuc transl cell count 5 µM 1055, MT stabilizer Hoechst-high % 1.8, MT stabilizer cytotoxicity % 4.4 and Autophagy HCS cell loss 18 h 12.2.
CC(C)(C)Sc1ccc2nc3c(n2c1)CCCC3 was read as Ins promoter up -0.32, XIAP displacement -5.3%, Dynein transport 0.473, Hep lipid drop 16.3, CSM14.1 death rescue 0.4%, bCat nuc transl 0.3, MT stabilizer 2.6, Autophagy HCS inactive, WT yeast gro inh 51.3, WT yeast gro inh mutant strain 28.8, Dynein transport cytoplasmic EGFP -0.21, Dynein transport nuclear GR-EGFP 0.775, Dynein transport cell count -0.111, Ins promoter up cell count 908, Hep lipid drop cells 6.5 µM 747, bCat nuc transl cell count 5 µM 464, MT stabilizer Hoechst-high % 1.5, MT stabilizer cytotoxicity % 7.9 and Autophagy HCS cell loss 18 h 39.2.
For CC(C)C[C@H](CO)Nc1nc(Nc2cccc(Cl)c2)c2ncn(C(C)C)c2n1 the results were Ins promoter up -1.45, Dynein transport 0.496, Hep lipid drop 23.5, bCat nuc transl 1.5, Dynein transport cytoplasmic EGFP -0.678, Dynein transport nuclear GR-EGFP 0.32, Dynein transport cell count 0.142, Ins promoter up cell count 619, Hep lipid drop cells 6.5 µM 739 and bCat nuc transl cell count 5 µM 1335.
`Cc1cc(C)n(C2CCCCC2OC(=O)CCc2ccccc2)n1` (stereo not drawn) gave Ins promoter up 0.41, Dynein transport -0.118, Hep lipid drop -1.0, bCat nuc transl -0.4, Dynein transport cytoplasmic EGFP -0.181, Dynein transport nuclear GR-EGFP 0.383, Dynein transport cell count 0.569, Ins promoter up cell count 1040, Hep lipid drop cells 6.5 µM 667 and bCat nuc transl cell count 5 µM 1287.
O=[N+]([O-])c1ccc(Cl)cc1Sc1nc2ccccc2o1 was read as XIAP displacement -7.4%, Dynein transport -1.2, Hep lipid drop -8.7, CSM14.1 death rescue 2.0%, bCat nuc transl -1.4, MT stabilizer 3.5, Autophagy HCS active, WT yeast gro inh -10.1, WT yeast gro inh mutant strain -24.1, Dynein transport cytoplasmic EGFP -0.263, Dynein transport nuclear GR-EGFP -1.26, Dynein transport cell count 1.51, Hep lipid drop cells 6.5 µM 731, bCat nuc transl cell count 5 µM 505, MT stabilizer Hoechst-high % 1.6, MT stabilizer cytotoxicity % 7.2 and Autophagy HCS cell loss 18 h 38.5*.
Screening CCc1c(-c2ccccc2)[n+](=O)c2c(n1[O-])CCC2 returned Ins promoter up -0.22, Dynein transport 0.208, Hep lipid drop 12.2, bCat nuc transl -0.5, Dynein transport cytoplasmic EGFP -0.194, Dynein transport nuclear GR-EGFP -0.156, Dynein transport cell count -0.445, Ins promoter up cell count 993, Hep lipid drop cells 6.5 µM 768 and bCat nuc transl cell count 5 µM 1252.
